High-throughput results as filed in PubChem BioAssay.
cardiac RTF act: cardiac RTF calcium sensitization; activation, % at 7.2 µM; hit rate 0.24% among 340,000; IANBD-labeled TnC RTF fluorescence at EC20 calcium; 0% EC20 calcium, 100% full calcium;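 active = activation above the mean over all tested compounds plus 3 SD, cut at about 30% in these data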;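 note: rise in fluorescence read as greater calcium sensitivity of cardiac thin filaments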
C-LANA FP: blocks KSHV LANA C-terminal domain binding to DNA | MBP-C-LANA/FAM-LBS DNA binding, fluorescence polarization | inhibition, % at 9 µM | hit rate 0.078% among 340,000 | AID 504423;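 active = highest replicate inhibition at or above 60% at 9 µM, even if other replicates fall short; inactive = all replicates below 60% inhibition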;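 note: 0% = neutral control wells and 100% = 4 µM acridine orange control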
PKA-R2B act: activates the human PKA-R2B holoenzyme complex; P22694+P31323; PKA-R2B holoenzyme dissociation, Cy5-IP20 fluorescence polarization; R2B truncated from residue 108, S112A mutant; 0% DMSO only, 100% 113 µM cGMP; activation, % at 11.4 µM; hit rate 0.079% among 340,000;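 active = activation above a cutoff set at the mean over all compounds plus 3 SD, cut at about 18% in these data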;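 note: higher means more holoenzyme dissociation and a rise in polarization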
Target sequence (P31323 whole entry, looked up, other chains not shown, the tested form may be a part): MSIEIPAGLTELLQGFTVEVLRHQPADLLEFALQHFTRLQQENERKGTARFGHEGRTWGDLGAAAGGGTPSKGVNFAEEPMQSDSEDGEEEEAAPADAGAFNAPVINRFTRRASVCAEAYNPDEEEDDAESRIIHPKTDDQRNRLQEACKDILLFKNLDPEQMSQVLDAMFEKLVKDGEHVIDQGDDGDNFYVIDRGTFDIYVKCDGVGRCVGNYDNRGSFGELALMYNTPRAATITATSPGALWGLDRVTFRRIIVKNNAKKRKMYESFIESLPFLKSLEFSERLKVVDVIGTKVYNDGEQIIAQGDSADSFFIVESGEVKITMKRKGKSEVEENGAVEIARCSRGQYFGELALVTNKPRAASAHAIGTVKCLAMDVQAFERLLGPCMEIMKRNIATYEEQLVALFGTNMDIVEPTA
Rtt109 HAT inh: inhibitors of Candida albicans Rtt109/Vps75 histone acetyltransferase | AID 540336 | purified Rtt109/Vps75, ThioGlo CoA-SH fluorescence, 4 h | inhibition, % at 34.9 µM | hit rate 0.16% among 330,000 | Q5AAJ8;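 active = inhibition of at least 50% in every replicate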
Target sequence (Q5AAJ8 whole entry, looked up): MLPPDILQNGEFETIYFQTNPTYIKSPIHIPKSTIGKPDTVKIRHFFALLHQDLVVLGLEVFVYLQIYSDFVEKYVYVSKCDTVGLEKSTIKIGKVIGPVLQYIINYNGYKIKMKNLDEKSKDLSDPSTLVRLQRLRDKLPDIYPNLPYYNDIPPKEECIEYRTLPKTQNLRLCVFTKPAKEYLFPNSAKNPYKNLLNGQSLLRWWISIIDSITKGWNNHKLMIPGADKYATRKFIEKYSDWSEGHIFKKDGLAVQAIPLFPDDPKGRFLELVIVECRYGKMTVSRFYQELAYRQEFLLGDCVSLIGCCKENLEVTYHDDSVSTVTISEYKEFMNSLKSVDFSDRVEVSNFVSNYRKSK
RTF Ca sens inh: cardiac RTF calcium desensitization; P19429+P45379; IANBD-labeled cardiac RTF, Ca2+ fluorescence; inhibition, % at 7.15 µM; hit rate 0.12% among 340,000; AID 493244;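 active = inhibition above the mean inhibition of all tested compounds plus 3 SD, cut at about 17% in these data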;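 note: assay run at fixed EC70 calcium of 1.6 mM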
Keap1-Nrf2 PPI: Keap1-Nrf2 (human) interaction inhibition; inhibition, % at 9.4 µM; hit rate 0.15% among 340,000; Keap1 Kelch-Nrf2 peptide fluorescence polarization, 1536-well; Q14145; in the data active = inhibition above about 12%;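 note: human Keap1 Kelch domain with fluorescein labeled Nrf2 9mer peptide probe; 0% = neutral control wells and 100% = peptide positive control; higher means more block of Keap1 binding to Nrf2 peptide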
CAL PDZ FP-1: inhibitors of human CAL PDZ peptide binding; Q9HD26; purified CAL PDZ, TMR-peptide fluorescence polarization, 1 h; inhibition, % at 24.9 µM; hit rate 0.92% among 300,000; AID 602252;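 active = mean inhibition of at least 30% with at least half of replicates also reaching 30%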;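 note: 0% = DMSO neutral control and 100% = excess unlabeled competitor peptide PRC23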
SR-BI uptake up: SR-BI HDL lipid transfer activation. CHO ldlA[mSR-BI] cells, DiI-HDL uptake fluorescence, 3 h; 100 = double the neutral-control signal. activation, % at 12.5 µM. hit rate 0.096% among 320,000. AID 504775;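 active = mean replicate activation of at least 60% and every replicate at or above 60%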;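 note: 0% = median plate neutral-control signal and 100% = twice that signal; values of inactives mirror those of a sister screen read the other way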
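Assay system: CHO ldlA[mSR-BI] cells, LDL receptor-null, SR-BI overexpressing; medium: Ham's F12 with 0.5% BSA, HEPES 25 mM, pH 7.4; also added: DiI-HDL 10 µg/mL; timing: 3 h uptake period with compound, 37 °C; signal: DiI fluorescence, bottom read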
DAGLB inhibitor: blocks human DAGLB lipase activity; AID 504411; Q8NCG7; hit rate 0.059% among 340,000; HEK293T DAGLB membrane lysate, EnzChek fluorogenic substrate; inhibition, % at 5.17 µM; in the data active = inhibition above about 34%;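 note: 0% = enzyme with vehicle and 100% = wells lacking enzyme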
CAL PDZ FP-2: blocks peptide binding to human CAL PDZ domain; Q9HD26; purified CAL PDZ, TMR-peptide fluorescence polarization, 1 h; inhibition, % at 20 µM; hit rate 0.02% among 330,000; AID 504414;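 active = highest replicate inhibition of at least 40%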;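 note: plate controls were DMSO neutral control wells for no effect and unlabeled competitor peptide control wells for full effect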
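Material: tagged CAL PDZ protein CerCALP, purified; buffer or medium: sodium phosphate/NaCl buffer pH 7.4 with TCEP, IgG, Thesit; also added: fluorescent TMR peptide probe; schedule: 1 h incubation at room temperature before polarization reading; technique: fluorescence polarization from S- and P-plane intensities, G-factor corrected; control set: unlabelled peptide and DMSO controls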
* hit, by the source's call; . = not tested or not shown.

#	smiles	cardiac RTF act	C-LANA FP	PKA-R2B act	Rtt109 HAT inh	RTF Ca sens inh
1	CCOC(=O)[C@@H]1[C@H]2COc3cc(OC)ccc3[C@H]2N2C(=O)N(c3cccc(Cl)c3)C(=O)[C@]12C	2	-1.8	-7	-3	5
2	COc1ccc(C=NCC2OCCc3ccccc32)cc1OC (stereo not given)	-1	1.0	10	1	-7
3	O=C(Nn1c(C2CCCCC2)nc2ccccc2c1=O)c1ccc(Cl)c([N+](=O)[O-])c1	3	0.3	2	19	12
4	COc1ccc(OC)c(S(=O)(=O)N2CCC(C(=O)NC3CCCCCC3)CC2)c1	-5	-0.2	-1	-2	-3
5	COc1cc(/C=C/C(=O)c2ccc(Cl)s2)cc(OC)c1O	-3	-1.6	4	-1	-1
6	CCCCOc1ccc(C(=O)N2CCNC(=O)C2CC(=O)OC(C)C)cc1 (stereo not given)	-3	-0.4	-8	-27	-10
7	COc1ccc(CNC(=O)CCCn2ncn3c(cc4occc43)c2=O)cc1	-4	-1.0	6	-5	-19
8	CC(C)COC(=O)C(C#N)c1nc2ccccc2nc1N1CCN(Cc2ccccc2)CC1 (stereo not given)	-2	2.1	-4	-5	-1
9	c1ccc(-c2ccccc2OCCCN2CCCCCC2)cc1	-2	-1.9	0	11	2
10	Nc1nnc(SCC(=O)NC2CCCCC2)n1-c1ccccc1	8	-2.6	-14	11	-3
11	CSCCC(NS(=O)(=O)c1ccc(Cl)cc1)C(=O)OCC(=O)N1CCOCC1 (stereo not given)	1	0.6	-6	-19	-5
12	Cn1cccc1Cc1nnc(SCC(N)=O)n1-c1ccc(F)cc1	6	0.5	-5	-1	-3
13	CN(C)S(=O)(=O)c1ccc(NC(=O)CSc2nnnn2C)cc1	-3	15	3	4	7
14	CN(C)CCCN(C(=O)c1sc2ccccc2c1Cl)c1nc2ccc(F)cc2s1	1	-2.4	-8	11	-2
15	CN(Cc1ccccc1)S(=O)(=O)c1ccc(NC(=O)c2ccccc2C(=O)O)cc1	3	-0.8	4	11	-2

#	Keap1-Nrf2 PPI	CAL PDZ FP-1	SR-BI uptake up	DAGLB inhibitor	CAL PDZ FP-2
1	-5	0	2	-7	0.9
2	2	-2	20	-1	-2.4
3	0	-3	-6	1	-2.5
4	4	0	.	-1	-2.7
5	-6	3	-30	5	0.6
6	0	-5	21	-1	.
7	1	-7	-12	0	1.0
8	1	-6	-19	-2	.
9	-3	0	23	-1	-2.9
10	-4	-8	30	1	-0.9
11	3	-1	-12	2	-0.6
12	-2	.	-10	-1	0.4
13	-1	2	12	-1	0.2
14	-1	-7	14	-1	-0.5
15	-6	-5	24	0	0.0

Some values from the results shown.
C-LANA FP with `Nc1nnc(SCC(=O)NC2CCCCC2)n1-c1ccccc1` : -2.6
DAGLB inhibitor with `CN(Cc1ccccc1)S(=O)(=O)c1ccc(NC(=O)c2ccccc2C(=O)O)cc1` : 0

Next part
#	smiles	cardiac RTF act	C-LANA FP	PKA-R2B act	Rtt109 HAT inh	RTF Ca sens inh
16	O=C(CN1C(=O)c2cccc3cccc1c23)Nc1ccc(S(=O)(=O)N2CCOCC2)cc1	-2	1.2	6	4	-4
17	O=C(CNC(=O)COc1ccccc1)NCCc1ccccn1	-2	-0.5	-6	-1	-4
18	O=C(NCc1cccnc1)c1ccc(COc2ccccc2Cl)cc1	1	2.0	-12	1	2
19	COC(CNC(=O)c1ccc2c(c1)ncn2-c1cc(C)cc(C)c1)OC	2	-7.5	6	0	2
20	Cc1ccc(N2CN=c3s/c(=C\c4ccccn4)c(=O)n3C2)cc1	1	-0.5	7	1	4
21	CC(C(=O)NCC1CCCO1)N1C(=O)C2C3CC(C(Br)C3Br)C2C1=O (stereo not given)	-1	-0.5	6	-5	-1
22	COc1nc(NCCO)nc(Nc2ccc([N+](=O)[O-])cc2)n1	8	-0.8	17	3	-4
23	COc1ccc(/C=C/C(=O)OCc2cc(=O)n3c(n2)sc2ccccc23)cc1	-1	-0.2	-10	14	-23
24	CN(C(=O)COC(=O)CN1C(=O)c2ccccc2C1=O)c1c(N)n(Cc2ccccc2)c(=O)[nH]c1=O	-5	1.3	-5	0	14
25	Cc1ccc(C)c(N(CC(=O)NC2CCCC2)C(=O)CCC(=O)Nc2cc(C)on2)c1	-6	-0.5	2	2	3
26	COc1ccc(CNC(=O)C2CCCN(C(=O)Nc3ccccc3OC)C2)cc1 (stereo not given)	-8	0.5	-3	-7	0
27	CC(C)CC(=O)c1c(O)c(C=O)c(O)c2c1O[C@@]1(C)[C@@H](C2)C[C@H]2C[C@@H]1C2(C)C	3	1.5	0	0	-3
28	Cc1cccc(C)c1-n1nnnc1C1(Nc2ccccc2)CCCCC1	-6	-0.1	-7	-12	-3
29	CCn1cc(CN2CCCC(C(=O)Nc3ccc(-c4nc5ccccc5[nH]4)cc3)C2)c(C)n1 (stereo not given)	0	-2.0	3	7	-5
30	CCc1nn(C(C)C(=O)NCc2cccc(Cl)c2)c(=O)c2cc3occc3n12 (stereo not given)	-2	-0.6	4	3	-8

#	Keap1-Nrf2 PPI	CAL PDZ FP-1	SR-BI uptake up	DAGLB inhibitor	CAL PDZ FP-2
16	2	.	-24	-2	-2.5
17	-2	1	-5	-2	-0.6
18	4	-1	2	-1	-3.5
19	-4	-12	-38	-2	-0.3
20	-3	-6	-2	0	-0.8
21	-5	109*	23	-1	0.7
22	4	-1	-9	0	-2.2
23	-1	.	-1	-4	-2.3
24	2	-1	4	-1	-0.6
25	-4	0	.	-2	-0.9
26	3	-5	8	1	-1.2
27	-3	6	2	-1	-0.5
28	-3	-3	17	-2	-0.4
29	-2	-7	1	2	-8.3
30	-3	.	-4	0	-2.4

Record cards (already shown). Values in the order: cardiac RTF act | C-LANA FP | PKA-R2B act | Rtt109 HAT inh | RTF Ca sens inh | Keap1-Nrf2 PPI | CAL PDZ FP-1 | SR-BI uptake up | DAGLB inhibitor | CAL PDZ FP-2
Record of CC(C(=O)NCC1CCCO1)N1C(=O)C2C3CC(C(Br)C3Br)C2C1=O (stereo not given) : -1 | -0.5 | 6 | -5 | -1 | -5 | 109* | 23 | -1 | 0.7
Record of COc1ccc(CNC(=O)C2CCCN(C(=O)Nc3ccccc3OC)C2)cc1 (stereo not given) : -8 | 0.5 | -3 | -7 | 0 | 3 | -5 | 8 | 1 | -1.2

New compounds follow:
#	smiles	cardiac RTF act	C-LANA FP	PKA-R2B act	Rtt109 HAT inh	RTF Ca sens inh
31	CC(C)(C)Cc1nnc(NS(=O)(=O)Cc2ccccc2)s1	3	-0.7	3	5	2
32	CCOC(=O)N/N=C/C(Cl)=C/c1ccccc1	-2	0.0	-2	1	1
33	COCC(=O)NNC(=O)Cc1ccc(Cl)cc1	-6	-0.5	-6	-1	-32
34	CN1C(=S)SC(/[N+]([O-])=C\c2ccc(Cl)cc2)C1(C)C (stereo not given)	-6	0.2	-8	-4	-6
35	Cc1oc2c(c(C)cc3oc(=O)c(CC(=O)NCCC(=O)O)c(C)c32)c1C	4	-3.3	0	2	0
36	COc1cccc(C2(O)CCN(C(=O)C(C)C)CC2)c1	-1	-3.0	-6	-3	9
37	CC(C)(C)OC(=O)CNC(=O)c1nc[nH]c1C(=O)N1CCNCC1	5	1.0	4	-2	-16
38	O=C(COC(=O)Cc1ccc(Cl)cc1)Nc1ccc(OC(F)F)cc1	0	1.0	-3	18	-14
39	Cc1c(C(=O)C(=O)N2c3ccccc3CC2C)c2ccccc2n1C (stereo not given)	-1	-1.0	1	-10	3
40	Cc1csc(NC(=O)CSc2ccc([N+](=O)[O-])cn2)n1	-4	0.2	-1	-2	-4
41	Cc1cccc(CSc2ccc3nnc(-c4cccs4)n3n2)c1	0	0.7	-6	-7	1
42	CCOC(=O)c1ccc(CSc2nnc(C)n2N)o1	-4	-1.7	-5	-2	-2
43	COc1cc(CNCCN2CCOCC2)ccc1OCc1ccc(Cl)cc1Cl	7	0.7	0	9	-21
44	COc1cc(OC)cc(C(=O)Nc2cccc(NC(=O)c3ccccc3)c2)c1	-1	0.4	-3	7	-7
45	COc1ccc(N(CC(=O)NCCSCc2ccco2)S(=O)(=O)c2ccccc2)cc1OC	5	-0.6	3	8	2
46	O=C(COC(=O)/C=C/c1ccc(Cl)cc1)NCCN1C(=O)CSC1=O	15	-2.3	2	1	-8
47	COc1cc(C2OCC3C(c4ccc(OC5OC(CO)C(O)C(O)C5O)c(OC)c4)OCC23)ccc1O (stereo not given)	1	6.7	0	-18	0

#	Keap1-Nrf2 PPI	CAL PDZ FP-1	SR-BI uptake up	DAGLB inhibitor	CAL PDZ FP-2
31	-3	0	16	2	-0.3
32	2	-1	-11	-1	-1.2
33	-5	-1	10	1	-1.3
34	1	-1	12	-2	-1.3
35	-1	-2	-6	0	-3.9
36	-6	60*	24	-2	-0.7
37	-7	1	9	0	-0.5
38	-4	1	17	-1	-1.1
39	-2	1	-15	-5	-1.2
40	-4	.	-2	3	-1.0
41	3	-2	13	-1	-2.5
42	-3	-1	10	-1	-1.2
43	-5	-5	-42	-2	-2.8
44	-5	-9	.	-2	-2.4
45	-4	0	1	-3	-1.0
46	-2	1	-1	0	-5.7
47	-4	8	0	-1	0.0

Shown as a hit in CAL PDZ FP-1, among the entries above:
No. | canonical_smiles | C-LANA FP | PKA-R2B act | Rtt109 HAT inh | Keap1-Nrf2 PPI | CAL PDZ FP-1 | SR-BI uptake up | DAGLB inhibitor | CAL PDZ FP-2
21 | CC(C(=O)NCC1CCCO1)N1C(=O)C2C3CC(C(Br)C3Br)C2C1=O (stereo not given) | -0.5 | 6 | -5 | -5 | 109* | 23 | -1 | 0.7
36 | COc1cccc(C2(O)CCN(C(=O)C(C)C)CC2)c1 | -3.0 | -6 | -3 | -6 | 60* | 24 | -2 | -0.7
